Screens as filed in PubChem.
GALK inhibitor – galactokinase (human) inhibition; P51570; Purified GALK, Kinase-Glo residual ATP luminescence; Potency, µM (top dose mostly 57.5 µM), without a hit: at the highest dose activity change, negative = inhibition, most hits filed as inhibitors; 270,000 compounds, 0.007% hits; also: potency is read from the fitted curve at half-maximal effect; % is scaled to controls: 0 for no effect and ±100 for the full control effect
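ATP-depletion format; final 35 uM ATP, 100 uM D-galactose, 5 nM enzyme; pH 8.0 HEPES/Mg2+ buffer; 60 min RT; luminescence read 10 min after detection reagent.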
a7 integrin act – activates integrin-mediated alleviation for muscular dystrophy | Potency, µM (doses to about 38.3 µM), for the others: at the top dose activation, actives largely listed as activators | AID 624291 | alpha7betagal myoblasts, beta-gal FDG fluorescence, 48 h | 350,000 compounds, 0.064% hits;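 also: potency is read from the fitted curve at half-maximal effect; 100% = response of the positive control SU9516; nearly all actives have a fitted effect of over 60% in size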
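Alpha7betagal+/- myoblasts (passage 13) were plated 16-24 hr, then exposed to compounds (1:260 dilution of DMSO stock) for 48 hours at 37C. After MPER lysis, β-galactosidase reporter activity was read as FDG fluorescence (ex 480/em 540) after 30 minutes.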
Tb PFK block – T. brucei PFK enzyme inhibition | Potency, µM (doses to about 57.5 µM), for inactives: top-dose activity, negative = inhibition, most hits filed as inhibitors | T. brucei PFK, ADP-Glo luminescence | O15648 | 330,000 compounds, 0.17% hits;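 also: potency is read from the fitted curve at half-maximal effect; 0% = uninhibited 1x PFK enzyme wells and -100% = no-enzyme wells; nearly all actives have a fitted effect of over 60% in size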
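ADP-Glo luminescence quantified ADP after 45 min at room temperature, with 1.25 nM T. brucei PFK, 0.1 mM ATP and 0.5 mM fructose-6-phosphate in pH 8.0 TEA buffer. qHTS titrations up to 57 µM; curves classified by quality.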
B2AR arrestin – agonists driving beta-arrestin recruitment to human beta2-adrenergic receptor | P07550 | beta-arrestin recruitment to beta2AR, cell-based reporter | Potency, µM (top dose mostly 46.1 µM), inactives show at the highest dose activation, hits mostly activators | 330,000 compounds, 0.02% hits | AID 492947;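 also: potency is read from the fitted curve at half-maximal effect; 0% = DMSO controls and full agonism = EC100 isoproterenol or metaproterenol; nearly all actives have a fitted effect of over 65% in size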
Target sequence (P07550 whole entry, looked up): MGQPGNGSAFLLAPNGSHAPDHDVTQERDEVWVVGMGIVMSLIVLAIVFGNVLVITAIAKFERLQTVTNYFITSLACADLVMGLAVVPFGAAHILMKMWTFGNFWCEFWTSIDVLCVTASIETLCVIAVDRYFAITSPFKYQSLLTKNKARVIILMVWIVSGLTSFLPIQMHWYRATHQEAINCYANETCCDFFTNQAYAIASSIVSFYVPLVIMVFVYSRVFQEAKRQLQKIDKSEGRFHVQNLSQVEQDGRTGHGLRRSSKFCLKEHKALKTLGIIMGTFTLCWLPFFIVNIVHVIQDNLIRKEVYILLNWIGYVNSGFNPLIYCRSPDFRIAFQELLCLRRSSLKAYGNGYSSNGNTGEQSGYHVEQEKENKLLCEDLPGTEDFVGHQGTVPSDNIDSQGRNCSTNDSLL
BCR signal inh – blocks chronic active B-cell receptor signaling | ABC-DLBCL IkBa-CBG/CBR reporter, luminescence ratio, 4 h | Potency, µM (series often up to 46.1 µM), for inactives: top-dose ratio change, negative = lower green/red ratio, usual class: inhibitors | 340,000 compounds, 0.05% hits; active = well fitted inhibition curve with a large enough effect in the signal ratio, with a control signal flat, not every such curve was filed as active; inconclusive = small, poorly fitted or top-dose-only effect, or effect the other way, or a change in a side signal; the % refers to the signal ratio;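 also: potency is read from the fitted curve at half-maximal effect; plate controls were basal doxycycline-induced cells for no effect and cells given 10 µM MG132 for full effect; MG132 reads +100%, hits lower the ratio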
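TMD8 ABC-DLBCL cells carrying doxycycline-inducible green luciferase fused to IkappaBalpha plus unfused red luciferase were exposed to compounds (up to 46 uM) for 4 hrs at 37C. Activity came from the overlap-corrected green/red luminescence ratio.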
PKM2 act – increases activity of human pyruvate kinase M2; purified PKM2, Kinase-Glo ATP luminescence, activation; response scale: 0% is enzyme alone, no compound; Potency, µM (doses to about 57.5 µM), without a hit: at the top dose activation, actives largely listed as activators; 260,000 compounds, 0.34% hits; also: potency is read from the fitted curve at half-maximal effect; % is scaled to controls: 0 for no effect and ±100 for the full control effect; nearly all actives have a fitted effect of over 55% in size
Target sequence (P14618 whole entry, looked up): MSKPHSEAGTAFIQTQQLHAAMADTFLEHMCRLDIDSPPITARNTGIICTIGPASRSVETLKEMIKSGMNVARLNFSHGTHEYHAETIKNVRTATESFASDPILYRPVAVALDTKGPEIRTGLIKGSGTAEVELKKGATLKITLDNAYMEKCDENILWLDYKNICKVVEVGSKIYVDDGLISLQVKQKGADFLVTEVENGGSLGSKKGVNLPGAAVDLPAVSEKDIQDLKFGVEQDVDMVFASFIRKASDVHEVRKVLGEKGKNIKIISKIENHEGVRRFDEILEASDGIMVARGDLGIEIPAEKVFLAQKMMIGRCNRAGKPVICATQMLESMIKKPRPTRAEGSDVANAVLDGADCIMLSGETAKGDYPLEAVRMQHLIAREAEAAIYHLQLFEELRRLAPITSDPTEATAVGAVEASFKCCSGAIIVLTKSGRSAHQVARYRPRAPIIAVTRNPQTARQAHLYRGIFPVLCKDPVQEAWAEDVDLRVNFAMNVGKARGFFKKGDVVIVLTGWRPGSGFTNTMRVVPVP
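Purified hPK-M2 (>95% pure) converted ADP (0.1 mM final) to ATP with 0.5 mM PEP in 50 mM imidazole pH7.2, KCl, MgCl2, Tween 20, BSA; 1 h at room temperature. ATP detected by Kinase-Glo luminescence.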
Giardia kill – kills Giardia lamblia; Giardia lamblia trophozoite viability; activity change, % at 7.66 µM, hits read low; 340,000 compounds, 0.15% hits; AID 540267; in the data active = activity change below about -80%; inconclusive = between about -30% and that limit;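 also: parasites exposed to compound for two days anaerobically before the ATP read; % is scaled to controls: 0 for no effect and ±100 for the full control effect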
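Luminescence from cellular ATP indicates surviving trophozoites (100 cells/well) following 48 hrs anaerobic compound treatment at 37 deg C; signal develops 15-30 min at room temperature.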
Menin-MLL TR inh – displaces Texas Red mutant MLL peptide from human menin. 270,000 compounds, 0.23% hits. Menin + Texas Red MLL mutant peptide, fluorescence polarization. Potency, µM (titrated, usually from 61.6 µM), inactives show top-dose FP activity change, negative = inhibition, usual class: inhibitors. AID 1768; active = well fitted inhibition curve with a large enough effect in the polarisation, with a control signal flat, not every such curve was filed as active; inconclusive = small, poorly fitted or top-dose-only effect, or effect the other way, or a change in a side signal; inactive = no such curve, though single readings can be large or run the other way; the % refers to the polarisation; also: potency is read from the fitted curve at half-maximal effect; % of control where 0% means no effect; many of its hits are not listed in these tables
PTAP TSG101 blk – blocks PTAP/TSG101 interaction to inhibit HIV-1 budding; Fluorescence polarization, FITC-PTAP peptide / Tsg101 binding; 340,000 tested, under 10 active; Q99816; Potency, µM (doses to about 115 µM), without a hit: at the highest dose activity change, negative = inhibition, actives largely listed as inhibitors; active = well fitted inhibition curve with a large enough effect in the main read-out, with a control signal flat, not every such curve was filed as active; inconclusive = small, poorly fitted or top-dose-only effect, or effect the other way, or a change in a side signal; inactive = no such curve, though single readings can be large or run the other way; also: potency is read from the fitted curve at half-maximal effect; % of control where 0% means no effect
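Fluorescence polarization binding of Tsg101 binding domain (10 uM final) to FITC-labeled PTAP peptide (50 nM final) in HEPES pH 7.5 buffer with NaCl, Tween 20, EDTA, TCEP. Compounds added before peptide; binding 20 min at RT.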
FBPA coupling cs – counter-screen for Giardia aldolase inhibitors: coupling enzyme system | 290,000 compounds, 0.67% hits | AID 2472 | activity change, negative = inhibition, % at 58.2 µM, hits read low | coupling enzyme system counterscreen, AmpLite Red fluorescence; in the data active = activity change below about -30%; also: % is scaled to controls: 0 for no effect and ±100 for the full control effect
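First, compound is pin-transferred into glyceraldehyde-3-phosphate coupling-enzyme reagent at 57.5 uM final and held 10 min at RT. Next, substrate, coupling system and AmpLite Red are added. After 20 min RT, fluorescence (525/598 nm) is read.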
ASM inhibitor – blocks human secretory acid sphingomyelinase; placental ASM, HMU-PC fluorogenic substrate, 60 min; Potency, µM (doses to about 57.5 µM), for inactives: at the top dose activity change, negative = inhibition, most hits filed as inhibitors; 340,000 compounds, 0.006% hits; AID 504937; also: potency is read from the fitted curve at half-maximal effect
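HMU-PC0 cleavage (9 uM final) by human placental ASM, 60 min at 37 °C following 10 min compound exposure at RT; stopped at pH 10, fluorescence Ex 386/Em 447 nm.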
* = called active by the depositor; i = inactive; ? = inconclusive; . = no result given; [ ] = dose if it differs, or a comment. Unless noted, calls follow the shape of the dose curve; as a rule, active = well fitted curve in the direction sought with a large enough effect; inconclusive = small, poorly fitted or top-dose-only effect, or another doubt; inactive = no such curve, though single readings can be large; an effect the other way counts as inactive or inconclusive.

mol,GALK inhibitor,a7 integrin act,Tb PFK block,B2AR arrestin,BCR signal inh,PKM2 act,Giardia kill,Menin-MLL TR inh,PTAP TSG101 blk,FBPA coupling cs,ASM inhibitor
CCOC(=O)N1CCN(C(=O)CSCc2ccccc2)CC1,1%,-25%,1%,0.1%,0%,7%,-7,-3%,-1%,-2,4%
CCN(Cc1ccc(OC)c(F)c1)C(=O)CCl,8%,-60%[inhibitor],1%,0.0%,?,-4%,-7,-1%,-6%,1,0%
CN1CCc2nc(NC(=O)c3cccc(OC(F)F)c3)sc2C1,3%,-11%,1%,0.0%,?,-3%,-13,3%,-2%,0,22%
O=C(CSCc1c(F)cccc1Cl)NCCc1ccccc1,-2%,0%,1%,0.1%,?,1%,-4,-24%,-6%,1,8%
O=C(OCc1nnc(-c2ccc(Cl)cc2)o1)C12CC3CC(CC(O)(C3)C1)C2,0%,26%,2%,-1.0%,-10%,6%,1,0%,-1%,2,0%
CCOC(=O)c1c(S(=O)(=O)NCC(=O)Nc2ccc(C)cc2)c(C)n(C)c1C,3%,-20%,-2%,0.0%,0%,.,-13,.,-4%,.,4%
CN(C(=O)c1cccc(N2C(=O)C3CC=CCC3C2=O)c1)C1CCCCC1 (centres undefined),-1%,11%,-12%,0.2%,?,0%,4,7%,-6%,-1,2%
CC1CC(C)CN(C(=O)c2ccc(S(=O)(=O)N3CCCCC3)cc2)C1 (centres undefined),0%,35%,-1%,0.0%,-2%,-1%,8,.,0%,.,2%
Cc1c(C(=O)O)nn(-c2cccc(C(F)(F)F)c2)c(=O)c1C#N,-4%,-15%,1%,-0.5%,4%,0%,4,-12%,-3%,-3,13%
CCCCN(C(=O)CSc1nnc(-c2ccco2)o1)c1c(N)n(Cc2ccccc2)c(=O)[nH]c1=O,2%,-23%,8%,0.4%,-6%,3%,-21,.,88%[activator],3,10%
Cc1ccc(NC(=O)CCNS(=O)(=O)c2ccccc2)c(C(=O)c2ccccc2)c1,0%,-10%,0%,-1.0%,-6%,10%,2,-1%,-3%,2,-1%
c1ccc(NC2=Nc3ccccc3CC2)cc1,1%,11%,-11%,-0.4%,8%,-4%,-14,1%,-2%,-2,2%
Cc1ccc(-c2c(C(=O)O)c3ccccc3[nH]c2=O)cc1,2%,?,-4%,-1.1%,-1%,.,22,-22%,-1%,-9,0%
COc1ccc(N/C=C2\C(=O)CCc3c2oc2cc(Cl)c(O)c(Cl)c32)cc1,1%,?,-6%,-0.6%,11%,-1%,-28,.,?,6,-17%
CN(C(=O)CCc1nc2ccccc2s1)c1ccccc1,1%,22%,-4%,-0.1%,?,3%,2,0%,-6%,0,0%
COc1cc(/C=N/NC(=O)c2ccc(CSc3nncn3C)cc2)cc(OC)c1O,0%,12%,-5%,0.3%,3%,3%,4,1%,-12%,1,-2%
O=C(O)C1CCCN1S(=O)(=O)c1cc(Cl)ccc1Cl (centres undefined),5%,-17%,2%,0.3%,0%,-7%,9,-13%,-7%,1,4%
CC(C)OC(=O)/C(=C\C=C\c1ccccc1)NC(=O)c1ccccc1,-2%,1%,8%,-0.2%,-2%,-3%,3,-5%,-3%,-7,-6%
COc1cc(/C=C/CN2CCN(Cc3ccc(C)o3)C(CCO)C2)ccc1O (centres undefined),1%,14µM*,-5%,-0.5%,5%,0%,9,0%,-12%,-1,3%
COc1ccc(NC(=O)NNC(=O)COc2ccc3cc(Br)ccc3c2)c(OC)c1,-5%,-22%,-1%,0.5%,3%,0%,0,20%,1%,4,-2%
COc1ccc(CNCCS(=O)(=O)NN2CCOCC2)cc1,.,1%,0%,-0.3%,5%,.,-3,.,-9%,.,-6%
N#C/C(=C\c1c(Oc2ccc(Cl)cc2)nc2ccccn2c1=O)C(=O)NC1CCS(=O)(=O)C1 (centres undefined),1%,-43%,-6%,0.5%,?,18%,-9,-4%,-3%,-4,i
COc1cccc(-c2nc(CS(=O)CC(=O)NCc3ccccc3)c(C)o2)c1 (centres undefined),0%,7%,-3%,0.0%,-10%,14%,?,-1%,-3%,0,-2%
O=C(Nc1ccc(Cl)cn1)c1cc2ccccc2o1,-3%,24%,5%,-0.2%,?,-9%,-20,26%,-9%,-4,-3%
CCOc1cc(N2CCOCC2)c(OCC)cc1NC(=O)c1ccc(F)c(S(=O)(=O)N2CCOCC2)c1,.,-7%,-8%,0.1%,0%,.,2,.,-5%,.,0%
CCOC(=O)c1cnc(-n2nc(C)cc2C)nc1NCc1ccccc1,1%,0%,3%,0.2%,-2%,7%,-25,?,-3%,-4,-3%
CC(CC(=O)Nc1ccc(S(=O)(=O)Nc2ncccn2)cc1)c1ccccc1 (centres undefined),0%,24%,0%,0.1%,0%,7%,2,6%,-2%,2,-1%
CCOc1cc(CNCCCN2CCOCC2)cc(Cl)c1OCC(=O)NC(C)(C)C,0%,-26%,0%,0.4%,3%,.,1,-12%,-6%,1,21%
Cc1ccnc(N2CCC(C(=O)Nc3ccc(Oc4ccccc4)cc3)CC2)n1,-1%,9%,0%,-0.2%,-5%,-6%,-15,20%,0%,3,3%
Cc1ccc(N(CC(=O)N/N=C/c2ccc(OC3CSC3)cc2)S(=O)(=O)c2ccccc2)cc1,0%,-7%,-4%,-0.1%,0%,2%,-7,0%,0%,-2,-8%
CC(=O)Oc1cc2oc(=O)c3c(c2cc1Cl)CCC3,1%,3%,0%,-0.2%,9%,12%,15,?,-2%,-4,.
CCCCNc1ccc(S(=O)(=O)c2cccc([N+](=O)[O-])c2)cc1[N+](=O)[O-],.,-4%,3%,-0.3%,-2%,30%,79[activator],3%,-2%,-1,1%
CCn1c(=N)n(CC(O)c2ccco2)c2ccccc21 (centres undefined),-2%,7%,-17%,-0.4%,4%,-7%,-2,-27%,-7%,0,2%
CCOc1ccc(-c2c(C#N)c(N)nc3sc(C(=O)c4ccccc4)c(N)c23)cc1,-2%,-4%,-3%,0.0%,0%,-12%,-22,.,?,-3,-8%
CCOC(=O)c1oc2ccccc2c1NC(=O)COc1cccc(OC)c1,2%,10%,0%,-0.1%,10%,1%,-18,0%,-6%,1,5%
CCOC(=O)C1CCCN(c2c(C(=O)c3ccccc3)cnc3ccc(OC)cc23)C1 (centres undefined),-1%,0%,0%,0.0%,0%,7%,8,?,1%,0,-2%
O=C(Oc1ccc(-c2cnc3ccccc3n2)cc1)c1ccc(Br)o1,3%,14%,3%,0.5%,?,-1%,3,?,0%,2,-3%
CCOC(=O)c1ccccc1NC(=O)COC(=O)C(CCSC)NC(=O)COc1ccccc1 (centres undefined),.,-15%,8%,0.0%,?,.,2,.,-6%,.,-4%
CC(CNC(=O)COC(=O)c1cccnc1Cl)c1ccccc1 (centres undefined),.,0%,0%,0.3%,4%,.,-3,.,-2%,.,3%
CC(=O)NCCC(=O)Nc1cc(S(=O)(=O)N2CCOCC2)ccc1N1CCCC1,.,7%,-3%,-0.5%,9%,.,-1,.,-2%,.,0%
O=C(NCc1ccco1)c1cccn2c(=O)c3c4c(sc3nc12)CCCC4,2%,-2%,-6%,?,?,25µM*,-1,-2%,-12%,-3,-13%
CCOc1ccccc1N(CC(=O)NC1CCCCC1)C(=O)CCC(=O)Nc1cc(C)ccn1,2%,-2%,-1%,-0.1%,?,1%,5,-12%,-1%,1,3%
Cc1cccc(NC(=O)/C(C#N)=C/c2ccc[nH]2)c1C,4%,9%,3%,-0.1%,0%,-3%,1,-4%,-2%,0,-2%
COC(=O)c1c(NC(=O)c2ccccc2C(=O)O)sc2c1CCC2,-2%,-20%,0%,0.4%,?,0%,1,-3%,0%,7,5%
Cc1ccc(S(=O)(=O)Nc2ccc(C(N)=O)cc2)cc1[N+](=O)[O-],5%,12%,-3%,0.3%,-19%,-3%,-20,14%,-6%,2,-2%
COc1cccc(CNC(=O)c2cccc(S(=O)(=O)N3CCN(C)CC3)c2)c1,-2%,17%,-2%,-0.7%,-1%,1%,9,1%,-3%,2,-2%

An excerpt (hit frequency here may not be typical).
